Compound activity (PubChem)
S1P4 ag: human S1P4 receptor agonism; activation, % at 4.98 µM; S1P4-expressing cell line, agonist reporter assay; AID 1509; 220,000 compounds, 0.35% hits; in the data active = activation above about 11%;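 also: 0% = DMSO vehicle and 100% = reference agonist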
Target sequence (O95977 whole entry, looked up): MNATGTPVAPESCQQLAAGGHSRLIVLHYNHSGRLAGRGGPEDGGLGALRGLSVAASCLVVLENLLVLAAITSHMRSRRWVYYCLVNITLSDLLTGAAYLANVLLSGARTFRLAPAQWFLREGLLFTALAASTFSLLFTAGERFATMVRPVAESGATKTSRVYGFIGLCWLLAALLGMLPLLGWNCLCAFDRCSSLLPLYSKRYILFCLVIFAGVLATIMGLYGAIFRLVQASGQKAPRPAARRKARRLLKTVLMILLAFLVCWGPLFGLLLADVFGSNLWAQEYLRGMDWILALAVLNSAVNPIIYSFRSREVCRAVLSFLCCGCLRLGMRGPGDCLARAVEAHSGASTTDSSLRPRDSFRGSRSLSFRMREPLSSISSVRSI
Ba/F3 V617F tox: lowers viability of Ba/F3 cells expressing EpoR and JAK2V617F; ATP luminescence; inhibition, % at 5.6 µM; 220,000 compounds, 1.1% hits;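 active = inhibition above the campaign mean plus 3 SD over all tested compounds, cut at about 24% in these data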;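 also: cytokine-independent growth of Ba/F3 cells driven by EpoR plus mutant JAK2; 0% = DMSO-treated cells and 100% = JAK inhibitor I control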
NPY-Y2 PAM-ag: potentiates or activates human NPY-Y2 receptor | cells expressing NPY-Y2, potentiator/agonist read-out | P49146 | activation, % at 3.6 µM | 220,000 compounds, 0.45% hits | AID 1359; in the data active = activation above about 27%;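 also: cells stimulated with NPY near EC25 plus isoproterenol at EC100; 0% = vehicle plus submaximal agonist and 100% = vehicle plus saturating agonist; some results beyond the cut were filed as inactive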
p47phox inh: inhibitors of human p47phox binding | AID 1274 | inhibition, % at 24.7 µM | P14598 | 220,000 compounds, 0.53% hits | p47phox/p22phox peptide binding, fluorescence polarization, 2 h;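 active = inhibition above about 30%, limit read from the data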;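 also: 0% = p47phox with labelled peptide and 100% = labelled peptide alone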
Target sequence (P14598 whole entry, looked up): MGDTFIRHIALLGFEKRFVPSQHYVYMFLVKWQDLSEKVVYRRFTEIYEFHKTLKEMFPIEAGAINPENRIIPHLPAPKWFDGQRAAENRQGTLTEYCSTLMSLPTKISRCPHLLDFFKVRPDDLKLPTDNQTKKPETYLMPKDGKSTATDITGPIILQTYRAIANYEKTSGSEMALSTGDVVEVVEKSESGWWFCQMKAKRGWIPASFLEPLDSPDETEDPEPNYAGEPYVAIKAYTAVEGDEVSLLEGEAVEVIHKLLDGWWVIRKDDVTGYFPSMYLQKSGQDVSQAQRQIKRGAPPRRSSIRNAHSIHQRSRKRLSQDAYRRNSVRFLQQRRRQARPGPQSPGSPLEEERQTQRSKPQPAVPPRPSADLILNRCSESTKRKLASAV
NPY Y1 blocker: NPY-Y1 (human) receptor antagonism | P25929 | inhibition, % at 3.6 µM | 200,000 compounds, 1% hits | HEK293-CNG Y1 cells, membrane potential fluorescence; NPY at EC95, then isoproterenol;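 active = inhibition above the campaign mean inhibition of all tested compounds plus 3 SD, cut at about 20% in these data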;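 also: 0% = DMSO wells given NPY plus isoproterenol and 100% = isoproterenol alone without NPY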
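Material: Y1- and CNG-channel-expressing HEK293 cells / Probe or stimulus: NPY 25 nM then isoproterenol 1 µM plus Ro 20-1724 25 µM / Doses: 3.6 µM single dose, DMSO 0.4% / Schedule: compound incubation 1 h at room temperature, readout 45 min post-stimulation / Signal: membrane potential fluorescence / Benchmarks: isoproterenol-only wells as full block versus NPY-plus-isoproterenol wells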
NPY-Y1 PAM-ag: human NPY-Y1 potentiation or agonism, primary screen; NPY-Y1 expressing cells, potentiator/agonist activation; activation, % at 3.6 µM; 220,000 compounds, 0.37% hits; AID 1304; in the data active = activation above about 33%, passing the limit was not always enough;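 also: cells stimulated with NPY at EC10 then isoproterenol at EC100; 0% = low agonist plus stimulus and 100% = saturating agonist plus stimulus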
S1P4 antag: antagonists of human S1P4 receptor. O95977. inhibition, % at 4.98 µM. 220,000 compounds, 0.26% hits. S1P4-expressing cells, antagonist mode, reporter read-out. AID 1510; in the data active = inhibition above about 29%;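 also: 0% = wells stimulated with agonist and 100% = vehicle wells without agonist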
BaF3 tox: parental Ba/F3 viability inhibition as JAK2V617F counter-screen; CellTiter-Glo ATP luminescence; inhibition, % at 5.6 µM; 220,000 compounds, 1.1% hits;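 active = inhibition above a per-campaign cutoff, the mean inhibition of all tested compounds plus 3 SD, cut at about 27% in these data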;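 also: 0% = DMSO wells and 100% = JAK Inhibitor I control wells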
CHOP inh: inhibitors of CHOP induction in ER stress response; CHO-K1 CHOP-promoter luciferase, tunicamycin-induced, 15-18 h; 220,000 compounds, 3.8% hits; inhibition, % at 10 µM;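 active = compounds that reduced the stress-induced luciferase reporter signal by more than about 70% of percent inhibition, limit read from the data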;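 also: 0% = tunicamycin plus vehicle and 100% = wells without tunicamycin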
* hit, by the source's call; · = not tested or not shown. This is a random part of the collection; overall some 7.1% were active at least once.

Under each structure: S1P4 ag	S1P4 antag	p47phox inh	BaF3 tox	NPY Y1 blocker	Ba/F3 V617F tox	CHOP inh	NPY-Y1 PAM-ag	NPY-Y2 PAM-ag
CC1(C)CC(=O)C2=C(C1)OC(N)=C(C#N)C21C(=O)N(CN2CCOCC2)c2ccccc21 (centres undefined)
→ 2.1	-6	-4	0	-7	-4	19	-11	6
CCc1ccc2[nH]c(=O)c(CN(Cc3ccco3)S(=O)(=O)c3ccc4c(c3)OCCO4)cc2c1
→ 0.9	-20	11	1	1	-1	-18	-20	-13
Cc1ccc(C)c(S(=O)(=O)Nc2ccc(C(N)=O)cc2)c1
→ 0.9	-11	-1	3	4	-5	15	18	-9
Cc1c(Cl)cccc1NC(=O)C1Cc2ccccc2CN1C(=O)c1ccccc1 (centres undefined)
→ 0.5	-24	-7	7	5	0	29	-9	-12
Cc1cc(C)[n+]2[nH]c(N)c(N=Nc3ccccc3)c2n1
→ -0.4	9	-12	1	·	-3	-7	19	-9
Cc1sc2nc(CSCC(=O)Nc3ccccc3C#N)[nH]c(=O)c2c1C
→ 1.3	-25	-17	6	1	-2	-13	7	5
Cc1nc2c(C(=O)N3CCCC3)cnn2c(C)c1Cc1c(F)cccc1Cl
→ -0.4	-7	-8	6	5	1	4	6	-2
CCC(COC(C)=O)Nc1nc2c([nH]1)c(=O)n(C)c(=O)n2C (centres undefined)
→ 0.6	16	-6	3	·	-6	-2	-11	-6
O=c1c(C(c2ccc(Br)cc2)c2c(O)nc3n(c2=O)CCS3)c(O)nc2n1CCS2
→ 2.6	-5	-18	3	·	-1	10	-10	-19
CCCCC(CCC(=O)Nc1nccs1)C(=O)O (centres undefined)
→ -1.6	-4	-4	2	-7	-1	5	-4	-14
CCc1ccc(OS(=O)(=O)c2cn(C)c(=O)n(C)c2=O)cc1
→ -2.0	-21	6	0	3	-3	-32	16	-5
COc1ccccc1N1CCN(C(=O)c2ccc(S(=O)(=O)N3CCCC3)cc2)CC1
→ -0.8	6	-8	3	-1	1	-5	-16	-6
Cc1ccc(C(=O)NCc2ccc(Cl)cc2)o1
→ -0.5	16	2	4	10	-2	-14	2	7
COc1cc([N+](=O)[O-])cc(/C=N/NC(=O)C(C)Nc2ccccc2C)c1O (centres undefined)
→ 1.1	3	-17	3	1	1	12	5	-2
O=C(N1CCOCC1)C12CCC3CC(CC(C3)C1)C2
→ 1.3	-21	-6	-1	2	-6	13	8	-5
COc1ccc(C/C(C)=N/NC(=S)Nc2ccccc2)cc1
→ 0.5	-4	-4	2	5	-2	21	6	3
COc1ccc(COC(=O)c2ccc(N3CCCC3=O)cc2)cc1F
→ -0.1	-15	-11	2	2	-1	21	-19	4
CCOC(=O)CSc1ncnc2c1cnn2-c1ccc(C)cc1C
→ 1.4	-20	-3	2	-1	-5	27	11	0
O=C(O)CC1(CC(=O)Nc2ccc(Br)cc2)CCCCC1
→ 0.1	1	-2	2	6	-3	20	-4	-8
COc1ccccc1NC(=O)c1ccc(NC(=O)c2cc3c(s2)CCC3)cc1
→ -3.6	-7	-15	10	3	0	56	-3	6
CC(C)N1CC=C2C(C#N)=C(N)C(C#N)(C#N)[C@H](c3ccoc3)[C@H]2C1
→ 3.1	-8	11	3	-1	-1	13	9	-1
COc1ccc(NC2c3ccccc3C(=O)N2Cc2ccc3c(c2)OCO3)cc1 (centres undefined)
→ 0.0	3	-13	1	·	-3	32	-15	-5
O=C(NCCc1ccc(F)cc1)C1CCCCC1
→ 0.7	-7	1	1	3	-2	-21	14	7
CCC(=O)Nc1cccc(C(=O)/C=C/c2cc(Br)ccc2OC)c1
→ 1.6	15	-2	8	7	4	-3	-24	-18
C/C(=N\NC(=O)c1ccccc1)c1ccc(N2CCCCC2)cc1
→ 0.4	-9	-10	3	1	-3	10	4	5
O=[N+]([O-])c1cc(/C=N/Nc2nc3ccccc3[nH]2)c(O)cc1O
→ 2.0	-16	-23	-4	-2	30*	23	-5	13
CC(C)OCCCN1C(=O)c2ccccc2C1C(=O)NC1CCCCC1 (centres undefined)
→ 0.5	3	2	5	1	-1	1	-10	-19
O=[N+]([O-])c1cccc(-c2nc(-c3cccs3)c(-c3cccs3)[nH]2)c1
→ 2.5	-36	-17	-1	-7	-5	46	32	25
O=C(O)c1ccc(NC(=S)NC(=O)c2ccc(-c3ccccc3)cc2)cc1
→ 0.2	-17	-3	9	0	1	-42	8	-2
C=CCn1c(-c2cc3cccc(OC)c3o2)n[nH]c1=S
→ -2.3	-23	1	0	5	-3	-9	-22	-13

Individual results from the list.
For CHOP inh, `O=C(NCCc1ccc(F)cc1)C1CCCCC1` has -21
For p47phox inh, `CC(C)OCCCN1C(=O)c2ccccc2C1C(=O)NC1CCCCC1` (centres undefined) has 2

(listing goes on)
Under each structure: S1P4 ag	S1P4 antag	p47phox inh	BaF3 tox	NPY Y1 blocker	Ba/F3 V617F tox	CHOP inh	NPY-Y1 PAM-ag	NPY-Y2 PAM-ag
O=C(NCCc1ccc(Cl)cc1)C1CCN(c2ncccn2)CC1
→ 0.7	21	-2	7	6	-1	9	7	-2
COc1ccc(/C=C2/SC(=O)N(NS(=O)(=O)c3ccccc3)C2=S)cc1OC
→ -0.8	0	-59	1	6	-4	-14	-16	-16
COc1ccc(C2c3c(ccc4ccccc34)Oc3ncn4nc(Cc5ccc(OC)c(OC)c5)nc4c32)cc1 (centres undefined)
→ 0.1	2	-274	7	4	-1	35	9	7
O=c1[nH]cnc2scc(-c3ccsc3)c12
→ 1.0	-9	-7	3	2	-1	37	-23	-5
Cc1ccc(-c2cc(-c3nnc(SCC(=O)NCC(C)C)n3N)c3ccccc3n2)cc1
→ 1.4	-11	-21	4	1	0	67	12	-4
N#CC(C#N)=C1C(=O)N(CCN2CCCCC2)c2ccccc21
→ -0.7	10	-15	2	·	-4	-15	-16	-28
O=C(/C=C/c1ccc2c(c1)OCO2)NCCSCc1c(Cl)cccc1Cl
→ 0.8	-18	-8	1	10	-2	12	-16	-7
Cc1onc(-c2ccccc2)c1C(=O)Nc1ccncc1
→ 1.5	-11	-16	1	-3	0	-2	22	14
CC(C)CNC(=O)c1c(N)n(/N=C/c2ccccn2)c2nc3ccccc3nc12
→ -0.9	-2	9	3	-2	1	43	0	-11
CCN1C(=O)/C(=C/c2ccc(C)s2)NC1=S
→ -2.3	-8	-33	1	4	-4	19	-15	-7
O=c1c2c3n(c(=S)nc2[nH]n1-c1ccccc1)CCCCC3
→ -1.0	0	-1	2	3	-3	10	-7	-5
CCCCNC(=O)CCn1c(=O)c2ccccc2n(Cc2ccc(Cl)cc2)c1=O
→ 1.9	-17	-13	3	-3	-2	87*	15	13
O=C(Nc1ccccc1[N+](=O)[O-])c1cc2ccccc2nc1Cl
→ 0.8	-8	-3	-2	·	3	-30	0	9
COc1ccc(OC)c(-c2csc(N(Cc3ccco3)C(=O)c3cccs3)n2)c1
→ -0.4	0	-22	2	20	-2	20	-24	7
COc1ccccc1C1C(C#N)=C(N)Oc2c1c(-c1ccccc1)nn2-c1ccccc1 (centres undefined)
→ -0.1	-8	-11	4	-7	0	69	10	-3
COc1ccc(-c2cc(-c3cccnc3)c(C#N)c(N)n2)cc1
→ 1.1	1	-20	1	·	-3	-21	1	-12
Cc1cccc(C)c1NC(=S)NN(Cc1ccccc1)c1ccccc1
→ -1.2	6	-14	3	6	3	-16	-43	-8
Cc1cccc(C)c1NC(=O)CSc1nnc(C)n1CC1CCCO1 (centres undefined)
→ 4.9	-12	-1	4	-1	-1	4	3	-6
COc1ccc(N2CCN(C(=O)NCc3ccc(OC)c(Cl)c3)CC2)cc1
→ 16*	-4	2	5	-1	0	7	7	7
CCOC(=O)C1CCCN(c2c(NCCCN(C)Cc3ccccc3)c(=O)c2=O)C1 (centres undefined)
→ 0.2	-3	-15	3	1	-2	-9	14	5
CCC1(CC)NC(=O)N(CC(=O)NCc2ccc3c(c2)OCO3)C1=O
→ 1.8	-15	-10	6	8	1	-3	-1	8
O=C(CSc1nnc(COc2ccccc2)n1-c1ccccc1)c1cccs1
→ 1.3	13	-9	4	1	6	35	-12	1
CCOc1ccc(S(=O)(=O)Nc2ccc(C(=O)N/N=C/c3c(C)nn(-c4ccccc4)c3N3CCCC3)cc2)cc1
→ 1.2	-15	-11	6	1	3	13	-22	6
CC12CCC(C(=O)N3CCC(Cc4ccccc4)CC3)(C(=O)C1=O)C2(C)C (centres undefined)
→ 2.4	3	-35	3	1	-3	11	-16	2
O=[N+]([O-])c1ccc(NCc2ccccn2)nc1
→ 0.3	-13	-9	7	1	3	-43	-12	2
COCCNc1nc(=S)[nH]c2cc(OC)c(OC)cc12
→ -0.1	10	2	0	4	-2	25	1	5
CC1=NN(c2nc(-c3ccc(C)cc3)cs2)C(=O)C1N=Nc1ccc2ccccc2c1 (centres undefined)
→ 0.2	-8	-36	5	-1	-2	-21	2	9
Cc1nc(N)sc1-c1nnc(SCC(=O)Nc2nccs2)n1C
→ -0.8	-19	-13	4	7	0	31	-14	-1
CCOc1ccc(NC(=S)Nc2cccc3cnccc23)cc1
→ -0.1	0	-3	12	4	3	5	-16	-7
Cc1ccc(C(=O)N2CCN(c3ccc(C(F)(F)F)cn3)CC2)cc1
→ -1.1	-21	-4	8	-2	2	22	8	-22
c1ccc2cc(CN3CCOCC3)ccc2c1
→ -0.5	14	-4	10	4	4	26	-15	-7
CN(C)/C=C(\C#N)C(=O)Nc1ccccc1
→ 1.3	-21	-12	4	-1	0	0	-9	-5
COC(=O)CCC(=O)COc1ccccc1C#N
→ 0.9	-16	-12	3	-4	-1	23	-29	-3
COC(=O)CCN(C(=O)c1ccc2c(c1)OCO2)c1ccccn1
→ 1.6	-1	-13	5	2	3	27	2	5
COc1c(C)cc(Br)cc1C(=O)Nc1cccc(-c2nc3ncccc3o2)c1
→ -0.9	-20	-22	3	8	-2	46	-25	-14
Cc1cccc(NC(=S)N(CCN(C)C)C(C)c2cccnc2)c1 (centres undefined)
→ 1.1	-6	-9	8	0	3	5	-8	-12
O=C(C1CCCCC1)N1CCc2[nH]c3ccc(F)cc3c2C1
→ 0.7	8	-13	3	·	-2	-4	5	-1
S=c1[nH]nc(-c2cccc3ccccc23)n1-c1cccnc1
→ 0.2	4	-8	50*	·	52*	-12	15	11
Cc1ccc(-c2c3c(=O)n(C)c(=O)n(C)c3c3nnc4ccccc4n23)cc1
→ -0.8	-16	·	1	2	-3	·	-29	-13
CCN1C(=O)C(CC(=O)Nc2ccc(F)cc2)N(Cc2ccco2)C1=S (centres undefined)
→ 1.1	-7	0	2	-3	4	20	2	-11
COc1cc(C(=O)NC(=S)NCc2ccco2)cc(OC)c1OC
→ -0.1	-16	4	1	7	3	7	-11	-19
Cc1onc(-c2ccccc2Cl)c1C(=O)NCC(=O)O
→ -2.5	-8	-1	3	0	3	6	-10	-18
CC1CCc2nc(NC(=O)C3CCCO3)sc2C1 (centres undefined)
→ 1.9	-9	-15	2	-7	-1	32	-5	11
Cc1cc(C)cc(NC(=S)NCCN2CCOCC2)c1
→ -1.6	-10	·	1	1	1	·	-19	15
O=C(c1ccccc1F)N1CCOCC1
→ 3.1	-4	0	1	2	-4	-5	1	-3
